# tim23-1 inh: tim23-1 yeast growth inhibition | S. cerevisiae tim23-1 growth, BacTiter-Glo luminescence, 24 h | inhibition, % at 20 µM | 1.3% of 330,000 active | AID 463212;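 active means growth inhibition of the mutant yeast at or above 50%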;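 further: temperature-sensitive mutant grown at 25 °C; plate controls were DMSO-treated mutant yeast for no effect and medium wells lacking yeast for full effect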
# 697 NFkB inh: lowers PMA/ionomycin-induced NF-kB signal in 697 B cells. 697 B-cell NF-kB luciferase reporter, 16 h. inhibition, % at 4 µM. 0.33% of 330,000 active. AID 435022; in the data active means inhibition above about 35%
# Jurkat NFkB inh: lowers PMA/ionomycin-induced NF-kB signal in Jurkat cells; PMA/ionomycin-induced NF-kB luciferase reporter, luminescence; inhibition, % at 4 µM; 0.53% of 330,000 active; AID 435003; in the data active means inhibition above about 50%
# Mdm2 MdmX PPI: inhibitors of human Mdm2/MdmX interaction. O15151+Q00987. SaOS-2 split-luciferase Mdm2/MdmX complementation, luminescence. inhibition, % at 8 µM. 3% of 330,000 active;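 active means inhibition of at least 50% at 8 µM in the primary screen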
# Target sequence (O15151 whole entry, looked up): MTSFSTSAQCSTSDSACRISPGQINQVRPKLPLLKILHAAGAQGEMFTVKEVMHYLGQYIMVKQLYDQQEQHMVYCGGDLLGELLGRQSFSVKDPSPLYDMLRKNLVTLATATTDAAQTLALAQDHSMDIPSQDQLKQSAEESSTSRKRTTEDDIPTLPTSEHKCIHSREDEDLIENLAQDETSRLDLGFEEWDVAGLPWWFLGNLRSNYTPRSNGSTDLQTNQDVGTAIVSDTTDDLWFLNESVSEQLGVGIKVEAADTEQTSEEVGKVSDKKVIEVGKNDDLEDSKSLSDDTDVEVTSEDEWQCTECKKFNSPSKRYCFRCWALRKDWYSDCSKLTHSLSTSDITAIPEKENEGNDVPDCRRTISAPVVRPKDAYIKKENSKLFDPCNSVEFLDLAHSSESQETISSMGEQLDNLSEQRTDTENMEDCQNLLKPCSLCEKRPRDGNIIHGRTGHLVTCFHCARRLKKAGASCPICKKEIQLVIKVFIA
# Target sequence (Q00987 whole entry, looked up): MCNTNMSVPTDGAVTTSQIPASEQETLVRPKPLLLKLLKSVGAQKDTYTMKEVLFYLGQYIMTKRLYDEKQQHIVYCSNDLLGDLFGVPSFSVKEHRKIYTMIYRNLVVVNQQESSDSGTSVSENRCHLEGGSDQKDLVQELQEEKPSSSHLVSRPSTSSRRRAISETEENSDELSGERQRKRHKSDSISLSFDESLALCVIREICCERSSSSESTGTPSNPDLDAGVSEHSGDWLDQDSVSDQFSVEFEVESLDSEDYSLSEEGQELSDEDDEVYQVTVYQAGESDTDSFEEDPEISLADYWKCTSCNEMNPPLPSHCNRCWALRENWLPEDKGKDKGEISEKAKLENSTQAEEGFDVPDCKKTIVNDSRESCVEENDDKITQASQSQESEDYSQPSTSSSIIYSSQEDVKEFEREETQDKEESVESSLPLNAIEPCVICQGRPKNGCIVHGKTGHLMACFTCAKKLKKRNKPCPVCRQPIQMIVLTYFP
# UPR CHOP act: apoptotic UPR (CHOP) activation; AID 449763; CHO-CHOP luciferase reporter, luminescence; percent of tunicamycin response over DMSO baseline; activation, % at 10 µM; 0.34% of 330,000 active;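 active means at 10 µM dose, activation of 40% or more, normalized to positive control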;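 further: 100% = tunicamycin at 10 µg/mL and 0% = DMSO alone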
#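 Assay system: CHO cells with stable CHOP pathway luciferase reporter; Buffer or medium: F12 plus 10% serum; Times: 16-18 h cell attachment, then 6 h compound exposure, 37 °C; Signal: luciferase luminescence; Read-out basis: percent activation relative to tunicamycin control; Control set: tunicamycin high control, DMSO low control.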
# XBP1 UPR activ: adaptive UPR (XBP1) activation; 0.33% of 330,000 active; activation, % at 20 µM; CHO-XBP1 luciferase reporter, IRE1-XBP1 UPR activation, luminescence; percent of tunicamycin response, DMSO as zero; AID 463104;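 active means versus positive control, 20 µM dose yields 30% or more activation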;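 further: 100% = tunicamycin at 10 µg/mL and 0% = DMSO only wells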
#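 Assay system: IRE1-XBP1 luciferase reporter CHO line. Input: 1000 cells/well. Buffer or medium: F12 with 10% serum. Doses: 20 µM, 1% DMSO. Times: overnight seeding at 37 °C, 6 h compound treatment at 37 °C. Technique: Steady-Glo luciferase glow luminescence, 10 min after reagent addition.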
# tim10-1 inh: growth inhibitors of tim10-1 mutant yeast; inhibition, % at 20 µM; S. cerevisiae tim10-1 ts strain growth, BacTiter-Glo, 24 h; 2.2% of 330,000 active;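 active means inhibition of at least 40%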;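 further: mutant grown at 25 °C; 0% = DMSO wells with yeast and 100% = wells holding no yeast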
# TIM10 inh: inhibits growth of TIM10 yeast strain; S. cerevisiae TIM10 strain growth, BacTiter-Glo luminescence, 24 h; inhibition, % at 10 µM; 1.4% of 330,000 active;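 active means inhibition of 40% or more at the single tested concentration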;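 further: wild-type TIM10 isogenic control strain grown at permissive 25 °C; 0% = DMSO yeast wells and 100% = minimal medium wells without yeast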
# An asterisk follows results filed as active. Random draw from the library, and some 6.6% of all compounds hit somewhere here.
Molecule	tim23-1 inh	697 NFkB inh	Jurkat NFkB inh	Mdm2 MdmX PPI	UPR CHOP act	XBP1 UPR activ	tim10-1 inh	TIM10 inh
COC(=O)c1sccc1NC(=S)Nc1ccc(C)cc1	23	13	-16	-1	-0.6	-1	28	1
S=c1[nH]nc(C2CCCCC2)n1/N=C/c1ccccn1	29	-20	-12	-47	0.1	2	29	14
Cc1cc(C)c(S(=O)(=O)N2CCOC2CNC(=O)C(=O)NCCCN2CCCC2=O)c(C)c1 (stereo not drawn)	8	15	-8	14	0.2	-2	6	3
COc1ccc(NC(=O)CCC(=O)c2cccs2)c(OC)c1	9	-22	-9	11	2.8	-2	5	6
O=C1CC(Cc2ccccc2)C(=O)N1c1ccc(Cl)cn1 (stereo not drawn)	6	2	-8	-13	-3.0	0	25	-10
O=c1c2[nH]c3ccccc3c2ncn1Cc1ccco1	-1	13	-7	15	1.0	-1	-3	7
COc1ccc(CNc2ccc([N+](=O)[O-])cc2C)cc1	23	-2	1	20	0.4	-1	15	12
COc1ccc(C2CC(c3ccc([N+](=O)[O-])cc3)=NN2C(C)=O)cc1 (stereo not drawn)	38	-23	-4	-14	5.1	-2	3	13
COCCCNC(=O)C(=O)N/N=C/c1cc2c(cc1Br)OCO2	4	33	0	13	-0.1	5	27	-12
CCc1ccc[n+](-c2[nH]c(=O)sc2/C=N/N=C(\[O-])CCn2c3ccccc3c3ccccc32)c1	5	16	9	27	2.3	-3	-9	7
CCOc1ccc(NC(=S)N2CCC(c3nc4ccccc4[nH]3)CC2)cc1	1	27	0	25	2.8	1	5	1
O=C(CSc1nnc(-c2ccc(F)cc2)o1)N1CCCCC1	13	-19	-28	-8	3.6	-2	3	4
COc1ccc(-n2c(SC)nc3sc4c(c3c2=O)CCN(C)C4)cc1	11	-9	-22	-8	-0.8	-1	-3	-24
CCCN1C(=O)C(O)(CC(=O)c2ccc3c(c2)OCCO3)c2ccccc21 (stereo not drawn)	11	9	-4	-2	-0.2	-3	13	-15
O=c1cc(Cn2ccnc2)c2cc3c(cc2o1)CCC3	17	7	-2	6	-0.9	4	20	-2
CC(C)(C)OC(=O)C[C@@H]1C/C=C\C[C@H](CC(=O)N(CCO)Cc2ccccc2)C(=O)NCCOC1=O	-4	6	-12	13	2.3	1	-8	2
CCN1CCc2c(sc(N)c2C(N)=O)C1	1	7	16	12	0.8	0	3	7
O=C(Nc1ccc(O)c2c(=O)cc(-c3ccccc3Cl)oc12)c1ccc(Cl)cc1Cl	16	6	-3	21	0.1	4	1	13
COc1ccc(OCC(=O)NC(=O)c2ccccc2OC)c([N+](=O)[O-])c1	10	7	10	15	1.0	-2	16	14
CC(C)(C)c1cn(-c2ccc(Cl)cc2)c(=S)[nH]1	38	11	-17	-31	-1.1	-2	19	4
C=CCn1c(C)cc(C(=O)CSc2nc3ccccc3o2)c1C	-40	-46	-33	-101	0.9	-4	-8	-18
Cc1cc(C(=O)CSc2nnc(-c3ccc(OC(F)F)cc3)o2)c(C)n1Cc1cccs1	-7	21	14	37	0.3	-3	6	10
COc1ccc(CCNC(=O)c2cnn3ccccc23)c(OC)c1OC	3	5	-3	15	0.2	0	-11	-2
COc1ccc(/C=C(\C#N)c2nc3ccccc3[nH]2)cc1O	51*	20	-120	-7	4.1	3	-29	-4
CC(=O)Nn1c(-c2ccccc2)cc2ccccc21	5	-5	-11	21	-1.5	-3	5	5
O=C(NN=C1CCCCCCC1)c1ccc2ccccc2n1	24	1	-18	-15	1.9	1	21	9
Cc1cccc(N2C(=S)NC3c4ccccc4OC2(C)C3C(=O)N(C)C)c1 (stereo not drawn)	16	4	-6	22	-2.0	0	6	-13
CCOc1ccccc1N1C(=O)CC(Nc2ccc(N3CCOCC3)cc2)C1=O (stereo not drawn)	5	10	-1	11	-0.8	-1	7	10
O=C1NC[C@H](c2ccccc2)N(CCc2cccc(F)c2)C1=O	11	2	9	-15	0.5	-1	1	-5
CC(=O)Nc1ccc(C(=O)N/C(=C/c2ccccc2)C(=O)NCc2ccco2)cc1	-2	0	-3	9	0.6	-1	3	-13
Cc1ccc(OCc2nnc(SCC(=O)Nc3ccc(N4CCOCC4)cc3)o2)cc1	4	4	12	-11	0.9	0	-6	9
N#C/C(=C/c1cccc([N+](=O)[O-])c1)C(=O)Nc1ccccc1O	73*	7	4	6	-0.7	2	32	42*
Cc1nc(SCC(=O)NCc2ccc3c(c2)OCO3)c(C#N)c2c1CCCC2	5	-42	-22	-12	6.7	0	25	20
O=C1c2ccccc2C(=O)C1c1ccccc1F	5	15	-4	-3	0.2	1	5	5
O=S(=O)(Nc1nc(-c2sccc2Cl)cs1)c1cc(Cl)ccc1Cl	37	-66	-63	2	0.6	-2	43*	33
COc1cc2cnc(-c3ccccc3)c(C(=O)c3ccc(F)cc3)c2cc1OC	47	3	-9	15	0.9	3	8	0
Cc1ccc(N2CCN(S(=O)(=O)c3c(C)nc4scc(C)n4c3=O)CC2)c(C)c1	39	-17	-4	14	-1.4	3	28	21
COc1ccc(/C=C/c2cccc[n+]2C)c(O)c1	8	-38	-28	-5	2.1	-2	-3	11
COc1ccc(C2/C=C\CN(S(=O)(=O)c3cccc4cccnc34)CC(=O)N2Cc2ccc(F)cc2)cc1 (stereo not drawn)	-18	16	7	-26	0.3	-2	9	-3
CCCCn1nc2cc(C(=O)N(CC)c3ccc(OC)cc3)ccc2c1OCC	20	-2	-7	-37	1.3	-1	1	4
COc1cc([N+](=O)[O-])ccc1NC(=O)COC(=O)C1=NN(c2ccccc2)C(=O)CC1	-18	7	2	13	-3.9	-2	-17	-4
Cc1cc(C)nc(-n2ncc3c2CCCC3=O)n1	-14	0	2	22	3.2	-1	4	1
CCN(CC)CC(=O)n1c2c(c3ccccc31)CCCC2	8	20	2	7	-2.4	2	6	-6
O=C(Cc1coc2ccc3ccccc3c12)Nc1nccs1	11	-19	-14	7	-0.2	0	11	35
Cc1[nH]nc2c1C1(CCN(Cc3ccccc3)CC1)C(C#N)=C(N)O2	1	-4	4	-2	-2.2	-3	5	1
CSCC(=O)Nc1ccc(F)c(Cl)c1	-3	-2	-7	6	-0.7	-2	-20	-23
Cc1c(C2(O)CCCCC2)[nH]c2cnccc12	11	-8	-10	-6	1.8	0	-3	1
S=c1[nH]c2ccccc2n2cccc12	14	1	11	15	2.6	2	29	1
COC(=O)Nc1ccc(S(=O)(=O)N2CCC(C(=O)N3CCCC(C)C3)CC2)cc1 (stereo not drawn)	8	8	9	23	-0.2	2	4	5
CC(=O)NS(=O)(=O)c1ccc(NC(=O)c2oc3c(Cl)cccc3c2C)cc1	11	-4	-6	-15	0.3	6	7	11
COc1ccc(/C=N/NC(=O)c2cccnc2)cc1COc1ccc(NC(C)=O)cc1	-4	-22	40	52*	-0.9	-2	-16	-18
CNc1ccc(C(=O)OCC(=O)Nc2ccnn2C(C)C)cc1[N+](=O)[O-]	-6	16	2	-1	2.0	-1	0	6
COC(=O)/C(=C/c1c[nH]c2ccccc12)[N+](=O)[O-]	40	13	2	12	-1.5	0	-12	-7
COc1ccc(C(=O)Nc2ccc(C(=O)N3CCCCC3C)cc2)c(OC)c1OC (stereo not drawn)	12	16	7	28	-1.1	-2	18	3
CC(C)(C)n1nnnc1C(c1cccc(C(F)(F)F)c1)N1CCOCC1 (stereo not drawn)	1	7	11	15	-0.9	0	6	-11
O=C(NN=Cc1ccc(O)cc1)c1ccccc1NS(=O)(=O)c1cccs1	8	4	-19	15	1.2	-2	-3	6

# (listing goes on)
Molecule	tim23-1 inh	697 NFkB inh	Jurkat NFkB inh	Mdm2 MdmX PPI	UPR CHOP act	XBP1 UPR activ	tim10-1 inh	TIM10 inh
CCc1ccc(CN(C)C(=O)c2cc(COc3c(F)cccc3F)on2)cc1	24	-3	-10	3	3.9	-1	37	-18
CCOC(=O)C(NC(C)=O)(Nc1ccc(S(=O)(=O)Nc2ncccn2)cc1)C(F)(F)F (stereo not drawn)	-4	-2	-10	12	-0.8	-3	-16	-6
CC1CC(C)CN(CCCOc2ccccc2[N+](=O)[O-])C1 (stereo not drawn)	13	-22	-12	24	-1.4	-1	-4	-11
Cc1cc(C)cc(N2C(=O)CC(Cn3nc(C)cc3C)C2=O)c1 (stereo not drawn)	4	-5	-7	13	-1.2	-1	11	6
CCOc1ccc(N2CC(C(=O)Nc3ccccc3F)CC2=O)cc1 (stereo not drawn)	15	6	-1	6	2.6	-2	17	5
Fc1ccc(Nc2ccnc(C(F)(F)F)c2)cc1	19	-19	-19	-1	0.7	-3	16	-5
O=C(Nc1cccc2ncccc12)c1ccccc1F	7	-14	-5	-3	2.3	-4	2	7
COCCN(C(=O)c1ccc(NC2CC2)c([N+](=O)[O-])c1)c1c(N)n(CC(C)C)c(=O)[nH]c1=O	14	12	-20	9	-0.7	-1	14	10
CCOC(=O)C(C)Sc1nc(-c2cccs2)ccc1C#N (stereo not drawn)	34	-6	-2	38	0.6	3	28	10
CC(CCc1ccccc1)NC(=O)COC(=O)c1ccc(F)cc1 (stereo not drawn)	9	-5	0	0	0.8	5	6	1
Cc1ccnc(NC(=O)c2cccc(S(=O)(=O)N3CCN(c4ccccc4)CC3)c2)c1	19	-167	-107	-87	-2.6	-5	32	27
Nc1cc(=O)[nH]c(SCC(=O)Nc2cccc([N+](=O)[O-])c2)n1	11	14	-3	-2	14	0	-15	-10
Clc1cc(Cl)cc(Nc2ncnc(-n3cccc3)n2)c1	24	3	-3	-2	0.1	-1	17	17
Cc1ccc(S(=O)(=O)Nc2ccccc2F)cc1C(=O)OC(C)C(=O)N1CCOCC1 (stereo not drawn)	3	9	-6	-6	-1.4	0	6	-2
Cc1ccnc(NCc2ccc(Br)cc2)c1	-1	16	31	18	4.2	2	-1	5
Cc1cc(=O)c(C(=O)O)cn1Nc1ccc(F)cc1	10	13	-1	3	1.6	2	12	3
CCCC(C(=O)NC1CCCC1)N(C(=O)Cn1nnc(-c2ccc(C)o2)n1)c1cccc(O)c1 (stereo not drawn)	21	6	7	-6	2.8	-3	17	-12
CC(=O)c1ccc[n+](CC(=O)NC(C)c2ccccc2)c1 (stereo not drawn)	-6	1	-6	1	1.2	0	13	-7
O=C(CN1C(=O)S/C(=C\c2ccc(O)cc2)C1=O)c1ccccc1	27	-28	-4	19	0.3	2	13	-7
O=C(CNS(=O)(=O)c1ccc(C(=O)N2CCOCC2)cc1)N1CCOCC1	2	-11	-9	-14	-1.9	-2	2	-5

# Four entries from above, with each value named.
O=C(CN1C(=O)S/C(=C\c2ccc(O)cc2)C1=O)c1ccccc1
- tim23-1 inh: 27
- 697 NFkB inh: -28
- Jurkat NFkB inh: -4
- Mdm2 MdmX PPI: 19
- UPR CHOP act: 0.3
- XBP1 UPR activ: 2
- tim10-1 inh: 13
- TIM10 inh: -7
CC(=O)c1ccc[n+](CC(=O)NC(C)c2ccccc2)c1 (stereo not drawn)
- tim23-1 inh: -6
- 697 NFkB inh: 1
- Jurkat NFkB inh: -6
- Mdm2 MdmX PPI: 1
- UPR CHOP act: 1.2
- XBP1 UPR activ: 0
- tim10-1 inh: 13
- TIM10 inh: -7
O=C(CNS(=O)(=O)c1ccc(C(=O)N2CCOCC2)cc1)N1CCOCC1
- tim23-1 inh: 2
- 697 NFkB inh: -11
- Jurkat NFkB inh: -9
- Mdm2 MdmX PPI: -14
- UPR CHOP act: -1.9
- XBP1 UPR activ: -2
- tim10-1 inh: 2
- TIM10 inh: -5
CCCC(C(=O)NC1CCCC1)N(C(=O)Cn1nnc(-c2ccc(C)o2)n1)c1cccc(O)c1 (stereo not drawn)
- tim23-1 inh: 21
- 697 NFkB inh: 6
- Jurkat NFkB inh: 7
- Mdm2 MdmX PPI: -6
- UPR CHOP act: 2.8
- XBP1 UPR activ: -3
- tim10-1 inh: 17
- TIM10 inh: -12
